GSK3beta inhib – human GSK3beta kinase inhibition; P49841; hit rate 0.038% among 300,000; activity score (negative = inhibition), % at 10 µM; GST-GSK3beta kinase, ADP-Glo luminescence, 60 min; active compounds read low;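 active = more than half of replicate wells score below -50%, meaning over 50% inhibition versus plate controls; inconclusive = some replicates but at most half score below -50%; inactive = no replicate scores below -50%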;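 also: 0% = median DMSO wells and -100% = median GW8510 positive control wells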
Target sequence (P49841 whole entry, looked up): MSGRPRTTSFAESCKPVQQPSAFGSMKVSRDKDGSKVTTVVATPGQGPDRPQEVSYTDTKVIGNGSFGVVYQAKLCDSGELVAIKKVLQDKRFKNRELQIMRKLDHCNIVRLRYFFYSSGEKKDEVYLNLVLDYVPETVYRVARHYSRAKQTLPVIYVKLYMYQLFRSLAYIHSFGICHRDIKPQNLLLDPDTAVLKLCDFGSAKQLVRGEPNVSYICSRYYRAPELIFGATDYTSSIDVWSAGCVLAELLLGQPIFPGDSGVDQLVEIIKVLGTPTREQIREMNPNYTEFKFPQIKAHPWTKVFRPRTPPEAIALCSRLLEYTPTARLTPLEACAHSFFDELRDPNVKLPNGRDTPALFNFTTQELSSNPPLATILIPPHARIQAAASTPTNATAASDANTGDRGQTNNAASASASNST
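test system = GST-tagged human GSK3beta kinase, cell-free | reagent = 25 µM ATP with peptide substrate | dosing = one dose of 10 µM per compound | schedule = 60 min reaction, RT | detection = luminescent ADP-Glo measurement of ADP formed | control set = DMSO neutral wells and GW8510 at 20 µM as positive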
HIF activator – HIF pathway transcriptional activation. U2OS HRE-luciferase reporter, luminescence; normalized: DMSO 0%, desferrioxamine 100%. activation, % at 7.5 µM (by protocol). hit rate 0.32% among 300,000;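 active = mean activation of at least 10% of the iron chelator positive control signal, with at least half of replicates also reaching 10%; inconclusive = mean and replicate majority disagree about reaching 10%; inactive = mean and most replicates under 10%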
AI-2 QS modul – modulates the Vibrio harveyi AI-2 quorum sensing system; activity change, % at 7.5 µM; AID 2094; Vibrio harveyi JMH597 AI-2 luminescence/OD600 ratio, 9 h; active compounds read low; strain lacks LuxN and CqsS sensors; 0 = neutral-control median; hit rate 0.4% among 300,000; in the data active = activity change below about -75%, passing the limit was not always enough; inconclusive = no clear call, values can overlap the other calls;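 also: luminescence divided by OD600 gain over 9 h not by final OD600 alone; inactives centre near 13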
GSK3A inh – blocks human GSK-3 alpha kinase; AID 2650; ADP-Glo luminescence, 60 min; P49840; inhibition, % at 10 µM; hit rate 0.1% among 320,000;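 in the data active = inhibition above about 50%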;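 also: GST-tagged GSK-3 alpha with peptide substrate and 25 µM ATP; 0% = DMSO neutral wells and 100% = GW8510 positive control wells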
Target sequence (P49840 whole entry, looked up): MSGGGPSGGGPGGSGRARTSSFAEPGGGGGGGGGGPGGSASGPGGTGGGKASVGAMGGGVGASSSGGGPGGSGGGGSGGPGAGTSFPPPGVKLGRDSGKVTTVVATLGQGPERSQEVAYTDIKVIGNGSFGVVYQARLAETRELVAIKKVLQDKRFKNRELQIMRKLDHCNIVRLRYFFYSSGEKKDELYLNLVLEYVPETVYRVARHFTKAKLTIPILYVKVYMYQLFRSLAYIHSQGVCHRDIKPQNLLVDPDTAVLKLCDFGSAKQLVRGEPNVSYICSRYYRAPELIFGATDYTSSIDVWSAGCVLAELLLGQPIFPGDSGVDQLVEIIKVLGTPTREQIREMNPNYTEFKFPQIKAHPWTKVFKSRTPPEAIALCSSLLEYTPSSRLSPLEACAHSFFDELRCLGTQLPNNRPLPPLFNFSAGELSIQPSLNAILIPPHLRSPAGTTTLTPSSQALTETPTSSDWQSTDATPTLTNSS
IEC-6 tox – IEC-6 cytotoxicity, counter-screen for KLF5 inhibitors. luminescence viability. inhibition, % at 5 µM. hit rate 0.78% among 290,000; in the data active = inhibition above about 22%;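 also: 0% = plate median of test compound wells and 100% = cytotoxic reference compound wells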
HSF-1 act – increases HSF-1 driven luciferase reporter signal; NIH3T3-HGL HSF-1 luciferase reporter, MG132, 8 h; 100% = twice DMSO control signal; activation, % at 9 µM; hit rate 1.7% among 300,000;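 active = mean replicate activation of at least 50% with a set share of replicates each reaching 50%; inconclusive = only one of those two conditions met; inactive = mean below 50% and too few replicates reaching it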;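 also: 0% = median of the neutral control wells and 100% = twice that signal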
KLF5 inhibitor – suppresses KLF5 promoter-driven expression. DLD-1 KLF5 promoter-luciferase reporter, luminescence. inhibition, % at 5 µM. hit rate 0.23% among 290,000. AID 1700;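 active = inhibition above a per-plate limit of that plate's mean compound inhibition plus 3 SD, cut at about 60% in these data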;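 also: 0% = DMSO wells and 100% = LY294002 at 200 µM; higher means less KLF5 promoter-driven luciferase light; inactives centre near -14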
HSF1 inh – HSF1 inhibition; hit rate 0.77% among 300,000; NIH3T3-HGL HSE-luciferase, MG132-induced, luminescence 8 h; active compounds read low; activity change, negative = inhibition, % at 7.5 µM (by protocol);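 active = more than half of replicate wells show activity change below -50%, luminescence cut by over half; inconclusive = some wells, but at most half, below -50%; inactive = no replicate well below -50%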;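 also: luciferase reports HSF-1 transcriptional activity via heat shock element; 0% = median of DMSO wells and -100% = zero luminescence signal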
aSyn UTR inh – MLPCN primary screen, SNCA 5' untranslated region; alpha-synuclein 5'UTR reporter, inhibitor activity; inhibition, % (tested at 7.5 µM); hit rate 0.82% among 300,000; AID 1813; in the data active = inhibition above about 60%; inconclusive = no clear call, values can overlap the other calls;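 also: H4 neuroglioblastoma cells stably carrying SNCA 5'UTR luciferase fusion; 0% = DMSO wells and 100% = positive control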
HSP90 refold inh – HSP90 refolding inhibition in rabbit reticulocyte lysate; luciferase refolding luminescence, 3 h; inhibition, % at 5.6 µM; hit rate 0.91% among 290,000; AID 1789;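 active = inhibition above the screen-wide mean plus 3 SD, computed separately per campaign, cut at about 16% in these data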;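 also: 0% = DMSO wells and 100% = 60 µM geldanamycin wells; inhibitors lower the luminescence because luciferase stays unfolded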
* marks the source's active call; other numbers are inactive results; ? = inconclusive; nt = not tested or not shown. Outcome played no part in choosing rows (roughly 4.7% active in at least one column).

SMILES	GSK3beta inhib	HIF activator	AI-2 QS modul	GSK3A inh	IEC-6 tox	HSF-1 act	KLF5 inhibitor	HSF1 inh	aSyn UTR inh	HSP90 refold inh
CCCCNC(=S)NNC(=O)c1sccc1C	-8	0.6	-7	-4	3	15	-2	6	-5	-1
CCCOc1ccc(C(=O)OCC(=O)c2c(N)n(C)c(=O)n(C)c2=O)cc1OC	2	0.1	22	-2	-9	1	-26	-4	26	-11
Cc1ncsc1CCC(=O)N1CCCC(C(=O)c2cccc(Cl)c2)C1 (stereo unspecified)	1	-0.4	-10	-2	-1	35	11	14	16	7
COc1cc(C(=O)N/N=C(\C)c2ccc(NC(=O)Cc3ccccc3)cc2)ccc1O	-4	nt	12	nt	7	nt	-84	nt	nt	-3
Cc1ccccc1N=C1c2cc([N+](=O)[O-])ccc2-c2ncccc21	0	0.2	27	0	10	1	-39	-2	-27	2
CCN(CC)C(=O)CN1C(=O)C2(NC(=O)c3ccccc3N2)c2ccccc21 (stereo unspecified)	3	0.9	16	-1	-5	-1	-21	0	0	-3
C=CCn1c(C(C)NC(=O)COC)nc2ccccc21 (stereo unspecified)	1	0.1	13	-1	1	-23	-2	-9	-2	-4
COc1ccccc1NC(=O)C1CCN(C(=O)NCc2ccccc2)CC1	3	-0.2	40	-2	-7	-3	-32	-2	25	-1
Cc1cc(C)c2[nH]c(=O)c(CN(Cc3ccc4c(c3)OCO4)Cc3nnnn3C3CCCC3)cc2c1	0	-0.5	15	-4	6	?	0	26	31	2
NCC(O)COc1ccc2c(c1)OCO2 (stereo unspecified)	-9	-0.2	4	-1	3	-8	-11	-3	-3	3
Cc1ccc(Cn2c(CCNc3nc(-c4ccc(Cl)c([N+](=O)[O-])c4)cs3)nc3cc(C(=O)NCCCO)ccc32)cc1	1	-0.2	-3	-1	nt	-2	nt	-3	10	nt
COCCCNC(=O)c1ccc(S(=O)(=O)c2ccc(C)cc2)c(NC(C)=O)c1	-6	-0.5	19	-3	-6	9	-32	-1	-4	-2
COc1ncccc1C(=O)N1CCCC(N2CCN(c3ccc(F)cc3)CC2)C1 (stereo unspecified)	1	0.1	18	-1	4	-6	-2	0	9	2
O=C(CN(C(=O)CCC(=O)Nc1nccs1)c1ccc2c(c1)OCO2)NCC1CCCO1 (stereo unspecified)	1	-0.3	17	0	3	-6	-9	-2	-10	9
CCNC(=O)C1CCN(S(=O)(=O)c2ccc(F)cc2)CC1	-18	-0.8	21	-1	2	-18	-36	-4	-6	-4
Cc1ccccc1-c1nnn(CC(=O)N(C)CC(=O)Nc2ccccc2C(F)(F)F)n1	3	-0.2	3	-2	nt	1	nt	-4	-2	nt
COc1cccc(CN(C)Cc2cc(=O)oc3cc(O)c(Cl)cc23)c1	0	-1.2	3	5	-6	0	-14	0	12	0
COc1ccc2c(C)cc(SCC(=O)Nc3cc(C(N)=O)cc(C(N)=O)c3)nc2c1	2	-0.4	27	-1	7	-16	-16	-5	1	1
CCOc1ccccc1C1C2CCCCC2(O)CCN1C(=O)c1cccs1 (stereo unspecified)	4	0.7	11	1	12	16	11	11	-19	2
CN(C)C(=O)c1cnc(-c2ccccc2)nc1-c1ccccc1	-1	-1.2	5	-1	-5	4	-36	1	6	0
O=C(CNCc1ccc(Cl)cc1)NCc1ccco1	-1	-0.2	21	-3	-3	9	-25	-2	-8	-3
CC(CC(=O)O)CC(=O)Nc1cccc([N+](=O)[O-])c1 (stereo unspecified)	1	-0.9	28	2	4	-20	-21	-10	10	1
CS/C(=N\S(=O)(=O)c1ccc(N)cc1)NS(=O)(=O)c1cccs1	4	-0.1	-7	-5	0	4	-10	-5	8	-1
O=C(N/N=C1\CCc2ccccc21)c1ccncc1	3	0.0	12	0	-3	19	-10	-1	-160	-4
COc1cc(OC)c(OC)cc1/C=N/n1c(COc2ccccc2)n[nH]c1=S	-2	0.2	-17	12	9	-9	-6	-4	14	3
Next section.
SMILES	GSK3beta inhib	HIF activator	AI-2 QS modul	GSK3A inh	IEC-6 tox	HSF-1 act	KLF5 inhibitor	HSF1 inh	aSyn UTR inh	HSP90 refold inh
COC(=O)/C=C1\SC(=Nc2ccccc2)NC1=O	4	0.7	12	1	-3	-5	-18	3	-23	1
CCN(c1ccc(OC)cc1)c1ncnc2nc[nH]c12	0	1.7	4	9	-4	-72	-23	-64*	26	-1
CCCn1c(/C=C/c2ccco2)nc2ccccc21	-1	-0.4	50	-3	-4	-41	-6	-21	8	0
COc1cccc(N2CCN(c3c(C#N)c(C(F)(F)F)nn3C)CC2)c1	-1	-0.1	4	1	6	22	-21	5	-22	9
CCN(CC)C(=O)C1CCCN(c2ccc([N+](=O)[O-])cc2/C=N/NC(=O)c2cccc(O)c2)C1 (stereo unspecified)	-2	-0.4	25	7	3	6	21	12	-11	0
c1ccc2c(c1)CCN(Cc1nnnn1Cc1ccc3c(c1)OCO3)C2	-3	0.6	26	-3	1	22	-3	9	19	-2
O=C(COc1ccc2ccccc2c1Br)NCc1ccccn1	1	2.7	22	0	2	-45	-33	-29	-40	-4
Cc1ncc(C[n+]2ccc(C)c(C)c2)c(N)n1	-5	-0.8	37	-4	nt	3	nt	0	-1	nt
Cc1ccc(NC(=O)CSc2ccc(-c3ccccn3)nn2)cc1F	0	3.5	13	-1	5	24	-33	13	-18	-2
O=C(NCC1CCCO1)c1ccc(F)c2ccccc12 (stereo unspecified)	-1	-0.8	32	-1	-2	5	-11	-2	-1	-8
CCCN(Cc1nnc(-c2ccccc2Cl)o1)C(=O)c1ccc(C)c(S(=O)(=O)N2CCOCC2)c1	-4	-0.1	18	0	nt	41	nt	11	-12	nt
Cn1c(CCC(=O)OCC(=O)NCC(F)(F)F)nc(=O)c2ccccc21	1	-0.2	7	1	-8	-2	-6	2	-4	-2
CCN(CC)CCOC(=O)c1ccc(NC(=O)CNC(=O)c2ccccc2)cc1	-2	0.1	10	-1	-7	6	-12	-1	11	0
Cn1c(Cc2ccccc2)nnc1SCC(=O)NC1CCCCC1	1	0.3	11	5	1	33	18	3	-25	0
COc1ccc(Cl)cc1NC(=O)CN1CCCCCC1	2	-0.4	13	-1	-9	6	-12	3	20	2
COc1cccc(/C=N/c2nc3ccccc3n2C)c1O	-5	-0.5	1	-2	-2	1	-33	-5	5	-5
O=C1NN(c2cccc(Br)c2)C(=O)/C1=C/c1ccc(-c2cc([N+](=O)[O-])ccc2O)o1	0	-0.3	34	0	-5	-3	-17	-8	-24	-1
O=C(NCc1ccccc1)c1cccc(S(=O)(=O)N2CCOCC2)c1	2	-0.4	32	-1	2	-1	-31	-2	15	1
Cc1cc(C=O)c(C)n1-c1ccc(N2CCOCC2)cc1	-3	-0.1	26	0	2	1	-58	-5	10	2
O=C(NN1CCOCC1)C12CC3CC(CC(C3)C1)C2	0	0.1	16	-1	-7	-1	-16	-3	18	-4
Cc1cccc(NC(=O)c2ccc(C(=O)c3ccccc3)o2)c1	-5	4.0	1	0	-1	44	-114	21	-156	-3
Cc1ccccc1Nc1cc(=O)oc2ccccc12	-4	0.0	7	1	1	-2	-15	-8	-14	1
N#Cc1ccc(CSc2nnc3[nH]c(=O)cc(N)n23)cc1	-1	-0.1	25	-8	-4	-4	4	8	10	-3
Cn1c(=NC(=O)CCl)sc2ccccc21	1	-0.3	-7	0	0	22	-5	27	-16	-3
O=C(CSc1ccc2c(c1)OCCO2)Nc1ccc2c(c1)OCO2	0	0.0	-56	0	4	-10	-37	-2	-26	9
The results go on:
SMILES	GSK3beta inhib	HIF activator	AI-2 QS modul	GSK3A inh	IEC-6 tox	HSF-1 act	KLF5 inhibitor	HSF1 inh	aSyn UTR inh	HSP90 refold inh
COc1ccc(C2N(c3cc(Cl)ccc3OC)C(=O)C3CCCN32)c(OC)c1 (stereo unspecified)	1	-0.2	-7	nt	2	-10	-18	-1	8	1
CCC(CC)NC(=O)Nc1ccc(F)c(Cl)c1	-1	-0.2	-3	1	1	22	-37	-6	15	-1
CSc1ccccc1Nc1ncnc(N)n1	0	0.2	16	2	-2	13	-6	-9	-18	0
C=CCn1c(CNC(=O)c2ccco2)nnc1SCC(=O)Nc1cccc(Br)c1	0	0.0	12	-1	8	10	-17	0	0	5
Cc1cc(NCc2ccccc2)n2ncc(-c3ccccc3)c2n1	-5	1.7	-27	0	4	80*	-266	40	-72	2
O=C1CC(c2ccccc2)c2ccccc21 (stereo unspecified)	-2	-0.2	-2	5	-4	-13	12	-3	6	-1
C=C1CCN([C@@H](Cc2ccccc2)C(=O)NC2CCN(Cc3ccccc3)CC2)S(=O)(=O)c2ccccc21	42	-1.1	18	-2	nt	-18	nt	1	4	nt
COc1ccc2c(c1OC)C(=O)N1N=C(c3ccc(O)cc3)CC21 (stereo unspecified)	-1	-0.3	18	2	2	12	-12	-6	-2	5
CC(=O)NC(Cc1ccccc1)C(=O)OCC(=O)c1ccccc1 (stereo unspecified)	-6	-0.1	9	0	-3	8	-13	0	-13	-3
COc1ccccc1-n1nc(C(=O)NCc2ccco2)c2ccccc2c1=O	nt	nt	nt	-2	1	nt	-15	nt	nt	1
FC(F)Sc1ccc(NC(=S)NC2CCCC2)cc1	0	3.6	5	5	-3	-31	-110	-14	-105	-5
COc1ccc(S(=O)(=O)Cc2ccc(C(=O)NCC(OC)OC)o2)cc1	4	-26	10	2	-10	-25	-18	-7	13	-5
COc1cc(CN2CC(=O)N(c3cccc(Cl)c3C)C2=S)cc(OC)c1OC	-1	0.0	23	-2	0	35	-16	5	25	-3
Cc1ccc(NC(=O)N(Cc2ccco2)Cc2cc3cc(C)cc(C)c3nc2Cl)cc1	1	0.4	3	nt	-4	0	-25	2	12	4
Cc1cc(Br)ccc1OCCN1CC(C)OC(C)C1 (stereo unspecified)	0	0.1	49	-1	0	12	-15	6	-2	3
Cc1cc(C)cc(Nc2ncc3c(n2)CC(c2ccco2)CC3=O)c1 (stereo unspecified)	-4	0.8	-42	1	-4	0	-16	1	-2	1
COc1ccc(NC(=O)COC(=O)CCOc2ccccc2C)cc1Cl	1	-0.1	23	-3	nt	-18	nt	0	4	nt
COc1cccc(NS(=O)(=O)c2ccc3[nH]cc(C(=O)NCCCOC(C)C)c(=O)c3c2)c1	-1	2.0	24	1	-9	-19	-2	6	0	1
O=C(Nc1cnccn1)c1cccc(C(F)(F)F)c1	0	0.3	6	-1	-1	12	-31	0	-7	-2
COc1cccc(-c2nc3c(c(SCC(=O)N4CCOCC4)n2)Cc2c(CO)cnc(C)c2O3)c1	-18	0.4	10	-1	2	6	-13	5	8	-3
C=Cc1cccc(NC(=O)COc2ccccc2)c1	4	0.9	-7	-3	-2	57*	-15	23	-107	-3
Cc1nn(-c2ccccn2)c(N)c1N=O	0	0.0	34	2	2	0	-30	-2	-17	0
COc1ccc(/C=C(\NC(=O)c2ccccc2)C(=O)NCc2ccco2)cc1	1	-0.3	21	-1	-5	-1	-11	1	-4	-3
COc1ccc(C)cc1NC(=O)c1ccc(NS(=O)(=O)c2cccc3cccnc23)cc1	-1	-0.8	10	-4	-6	-2	-9	1	36	-3

High-throughput results as filed in PubChem BioAssay.
